Compound activity from PubChem BioAssay.
TPT1 inh = inhibitors of Candida albicans tRNA 2'-phosphotransferase TPT1; recombinant caTPT1, FP RNA substrate dephosphorylation; 300,000 tested, 0.81% active; inhibition, % at 5 µM;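 active means inhibition above the mean of all tested compounds plus 3 SD, set per screening campaign, cut at about 24% in these data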;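 further: plate controls were DMSO alone for no effect and ferristatin control at 100 nM for full effect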
PREPL inh = inhibitors of human prolyl oligopeptidase-like enzyme PREPL | Q4J6C6 | recombinant PREPL, fluorescence polarization activity-based probe | inhibition, % at 5.96 µM | 320,000 tested, 0.68% active | AID 2751; in the data active means inhibition above about 43%;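 further: 0% = enzyme with DMSO and 100% = wells lacking enzyme; many of its hits are not listed in these tables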
Target sequence (Q4J6C6 whole entry, looked up): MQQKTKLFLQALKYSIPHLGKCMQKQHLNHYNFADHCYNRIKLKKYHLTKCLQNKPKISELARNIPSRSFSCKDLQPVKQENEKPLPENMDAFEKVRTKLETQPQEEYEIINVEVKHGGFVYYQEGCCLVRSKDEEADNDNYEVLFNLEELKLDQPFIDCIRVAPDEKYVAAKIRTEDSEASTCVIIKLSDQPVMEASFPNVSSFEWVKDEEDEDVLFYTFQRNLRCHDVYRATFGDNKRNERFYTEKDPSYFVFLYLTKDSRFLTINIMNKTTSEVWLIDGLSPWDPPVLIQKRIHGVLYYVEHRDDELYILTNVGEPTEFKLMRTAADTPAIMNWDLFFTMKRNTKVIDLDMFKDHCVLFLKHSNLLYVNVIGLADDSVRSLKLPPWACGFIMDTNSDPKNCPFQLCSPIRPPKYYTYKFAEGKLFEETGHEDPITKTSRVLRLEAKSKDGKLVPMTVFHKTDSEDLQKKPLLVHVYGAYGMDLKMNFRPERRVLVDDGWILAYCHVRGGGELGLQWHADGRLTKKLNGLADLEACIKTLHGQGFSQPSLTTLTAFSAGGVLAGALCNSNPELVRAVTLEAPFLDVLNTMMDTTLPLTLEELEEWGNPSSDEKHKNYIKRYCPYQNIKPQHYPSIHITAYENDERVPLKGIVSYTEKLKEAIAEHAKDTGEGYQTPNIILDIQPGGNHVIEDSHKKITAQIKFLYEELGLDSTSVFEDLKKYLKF
PP5 inh = blocks human protein phosphatase 5 activity; inhibition, % at 6.7 µM; P53041; 320,000 tested, 0.18% active; purified PP5c, OMFP substrate fluorescence;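 active means inhibition above the campaign's mean inhibition across all tested compounds plus 3 SD, cut at about 9.5% in these data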;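 further: 0% = DMSO only and 100% = 100 µM cantharidin control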
Efflux pump mplx = antifungal efflux pump inhibition, Nile Red retention; S. cerevisiae Candida pump triplex; inhibition, % at 10 µM; 330,000 tested, 0.44% active;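 active means plate passing quality check with inhibition over a set limit, or well fluorescence over plate mean plus 4 SD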;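 further: Nile Red retained in pooled yeast measured as flow cytometry median fluorescence; 0% = buffer negative control and 100% = Enniatin B positive control; higher means more Nile Red kept so more efflux inhibition; some compounds called inactive have numbers as strong as hits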
EBNA-1 inh = blocks EBNA-1 binding to DNA; inhibition, % at 14.8 µM; 300,000 tested, 0.34% active; EBNA-1 DNA binding, fluorescence polarization; in the data active means inhibition above about 28%
ZTA counter = counter-screen for EBNA-1 inhibitors: inhibitors of Epstein-Barr virus ZTA; P03206; ZTA-DNA binding, fluorescence polarization; inhibition, % at 11 µM; 320,000 tested, 0.15% active; in the data active means inhibition above about 33%
Target sequence (P03206 whole entry, looked up): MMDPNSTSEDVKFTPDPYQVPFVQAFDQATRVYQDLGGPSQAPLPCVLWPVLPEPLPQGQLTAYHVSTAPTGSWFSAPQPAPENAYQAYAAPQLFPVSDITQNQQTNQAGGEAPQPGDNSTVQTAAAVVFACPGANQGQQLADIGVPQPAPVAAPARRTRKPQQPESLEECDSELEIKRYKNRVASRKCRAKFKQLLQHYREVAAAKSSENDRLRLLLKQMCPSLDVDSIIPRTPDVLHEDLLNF
PP1 inh = PP1-alpha (human) inhibition in PP5 counter-screen | P62136 | purified PP1alpha, OMFP fluorescence | inhibition, % at 6.7 µM | 320,000 tested, 0.9% active | AID 2235;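 active means inhibition above the mean inhibition of all tested compounds plus 3 SD, computed separately for each screening campaign, cut at about 15% in these data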
Fh CTSL1 inh = counter-screen for PFM18AAP inhibitors: inhibitors of F. hepatica cathepsin L1; recombinant F. hepatica cathepsin L1, Z-Leu-Arg-MCA fluorescence; inhibition, % at 5.96 µM; 300,000 tested, 0.49% active;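 active means inhibition above the mean of all tested compounds plus 3 SD, set per screening campaign, cut at about 17% in these data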;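 further: 0% = plate median of test compound wells and 100% = 1 µM Z-Phe-Ala-diazomethylketone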
core dimer inh = HCV core protein dimerization inhibition; TR-FRET GST/Flag-core106 dimerization, 1536-well; inhibition, % at 5 µM; 300,000 tested, 0.33% active; AID 1899;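 active means inhibition above the mean of all tested compounds plus 3 SD, set per screening campaign, cut at about 45% in these data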
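System: GST/Flag-tagged HCV core106 proteins. Incubation: compound-protein-antibody incubation 4 h at 22.5 °C. Technique: HTRF with 340 nm excitation, 617/671 nm emission. Medium: KF-containing HEPES buffer, pH 7.45, DTT, CHAPS, BSA. Read-out: inhibition (%) from 671 over 617 nm ratio. Also added: Eu(K)-anti-GST 90 ng/mL plus XL665-anti-Flag 1 µg/mL.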
* marks the source's active call; other numbers are inactive results; · = no result given.

SMILES	TPT1 inh	PREPL inh	PP5 inh	Efflux pump mplx	EBNA-1 inh	ZTA counter	PP1 inh	Fh CTSL1 inh	core dimer inh
CCCCCCC1/C(=N/O)CCC1C(=O)OC (centres undefined)	3	0	3.9	0.1	-10	-13	0	0	-4
COc1ccccc1NC(=O)c1ccc(-c2ccc(Br)cc2)o1	-1	-3	6.1	0.1	-7	-1	0	2	10
CCOc1ccc(C(=O)NC(=S)Nc2ccccn2)cc1[N+](=O)[O-]	-1	-11	-0.4	-0.1	9	2	-2	1	2
O=C(CCc1ccccc1)NC(=S)Nc1ccc2c(c1)C(=O)OC2	-3	-4	2.6	-0.1	2	-11	0	0	2
CC(=O)Nc1ccc(NC(=O)c2nc(S(=O)(=O)Cc3ccccc3)ncc2Cl)cc1	-5	-3	-1.1	0.1	7	-9	-1	-4	4
NC(=O)Nc1ccc(C(=O)OCC(=O)Nc2cccc(S(=O)(=O)NC3=NCCC3)c2)cc1	·	10	1.6	-0.2	·	-18	1	·	·
CCCSc1cc(=O)n(-c2ccc(F)cc2)nc1C(=O)OCC	-8	0	3.2	0.0	-12	-14	-2	4	5
O=C1CC(c2cccc(Br)c2)C2=C(CCCC2=O)N1 (centres undefined)	1	11	-1.3	0.0	-6	-8	-5	4	-1
Cc1cc(Cl)ccc1OCc1nnc2n1CCCCC2	-1	-33	0.7	-0.2	5	7	2	2	-2
CCOC(=O)C(=CNc1ccc(Oc2cncc(Cl)c2)nc1)C(=O)OCC	0	7	0.7	0.0	-5	-2	-4	-1	1
O=C(Nc1ccc(Cl)cc1)N(CCCN1CCOCC1)Cc1cccs1	3	-8	2.2	0.1	8	10	1	0	-4
O=C(CSc1nnc2c(n1)[nH]c1ccccc12)NC1CCCCC1	-2	15	-11	0.1	-13	-7	-2	8	5
COc1ccc(C(CC(=O)O)NC(=O)c2ccco2)cc1 (centres undefined)	-1	4	1.3	-0.1	13	-12	0	-1	-4
COC1=C/C(=C/c2c(N)n3c(nc2=O)sc2cc(S(C)(=O)=O)ccc23)C=CC1=O	54*	1	3.3	0.1	-5	-25	1	4	-11
NC(=O)C1CCN(c2ncnc3c2c(-c2ccccc2)cn3-c2ccccc2)CC1	-3	13	5.7	-0.1	0	-7	-1	-1	-2
CC(C)(CNC(=O)c1ccccc1F)CNC(=O)c1ccccc1F	-1	4	1.7	-0.1	-14	-6	1	1	-2
CC1(C)CC(=O)C=C(Nc2cccc(F)c2)C1	-4	7	-0.1	-0.1	8	8	-1	-2	1
Cc1cc(Cl)ccc1NNC(=O)CCc1ccccc1	0	-4	-0.5	-0.1	2	1	2	2	-5
Cc1ccc2nc(N(CCN3CCOCC3)C(=O)CCS(=O)(=O)c3ccccc3)sc2c1	2	2	-1.8	-0.1	7	14	-1	7	5
CCOc1ccc(S(=O)(=O)NCc2cccnc2)cc1C	-2	1	-0.9	-0.1	2	-5	-1	3	2
O=C(CSc1nc2ccccc2c(=O)n1-c1ccc(F)c(Cl)c1)Nc1cccc(S(=O)(=O)N2CCOCC2)c1	1	-2	3.1	-0.1	6	9	4	-1	30
Cc1ccc(S(=O)(=O)/N=C2/C=C(C3C(=O)CC(C)(C)CC3=O)C(=O)c3ccccc32)cc1	1	12	6.2	0.1	-7	12	1	0	6
COc1cc(CNC(=O)C2CCC(=O)N(C3CCCCCC3)C2)cc(OC)c1 (centres undefined)	-3	8	0.4	0.0	-1	-3	-1	0	4
CN(Cc1nnc(-c2ccc(F)cc2)o1)c1ccccc1	0	9	2.7	-0.2	-6	-15	4	1	0
CCCCSc1nc(O)c(C2OC(=O)c3c2ccc(OC)c3OC)c(=O)n1C (centres undefined)	1	0	-0.2	-0.1	6	4	-2	-2	5
CC1CCN(Cc2nc(Cl)c3c4c(sc3n2)CCC4)CC1	-1	17	1.6	0.0	-11	4	4	2	-1
CC(C)CCOC(=O)C1C(c2ccccc2)C(C(=O)O)C1c1ccccc1 (centres undefined)	1	13	8.3	0.2	3	-9	4	3	5
CCC(=O)Nc1ccc(OCc2nnc3c4ccccc4c(C)nn23)cc1	1	7	1.1	0.0	3	-3	0	12	1
Cc1ccc(C)c(OCC(=O)O/N=C(\N)c2cccnc2)c1	1	3	3.3	0.0	-6	-12	-4	-8	1
COc1ccc(S(=O)(=O)N2CCN(CC(=O)c3[nH]c(C)c(C(C)=O)c3C)CC2)cc1OC	·	1	1.6	-0.2	·	0	-6	·	·
CN(C)c1ccc([N+](=O)[O-])cc1C(=O)O	2	8	1.3	0.0	4	-14	0	-3	-15
COc1ccc(CNC(=O)c2cccnc2Sc2ccc(Cl)cc2)cc1	-1	12	1.4	0.1	12	-11	-1	0	2
O=C(Nc1cccc(Cl)c1Cl)c1cc(S(=O)(=O)NCCc2ccccc2)ccc1F	-3	-34	2.4	-0.2	13	7	0	0	8
CCN(CC)S(=O)(=O)c1cc(NC(=O)CSc2nnc(N)s2)ccc1C	·	1	2.1	-0.3	·	-18	-4	·	·
CCc1cccc(CC)c1NC(=S)Nc1ccc2cn[nH]c2c1	0	11	1.2	-0.1	-2	16	-2	-1	0
O=C(Nc1cccc(-c2nc3ccccc3s2)c1)C1=COCCO1	-5	-15	0.9	-1.7	-4	-14	-2	4	-6
Cc1ccc(CNc2ncc(-c3ccc4c(c3)OCO4)n2C)cc1	3	19	1.8	0.0	-6	-3	1	-2	-4
Cc1cccc(NC(=O)c2cc(S(=O)(=O)N(C)c3ccc(F)cc3)ccc2Cl)n1	-1	11	0.1	0.1	-1	-26	4	2	2
C=CCn1c(N)cc(=O)nc1SCC(=O)Nc1ccc2ccccc2c1	-3	-3	0.7	-0.2	7	-3	-4	-1	0
Cc1cccc(-c2nsc(SCC(=O)NCc3ccco3)n2)c1	-1	-5	2.9	0.2	-10	1	-2	2	-2
Cc1c(Cl)c([N+](=O)[O-])nn1CC(=O)Nc1c(C)n(C)n(-c2ccccc2)c1=O	1	5	-0.9	0.0	-8	-10	0	2	-2
CC(C)CNC(=O)NC1(C(F)(F)F)Oc2ccccc2O1	-4	16	2.1	-0.1	4	-10	-2	1	-2
Cc1ccc(NC(=O)C2(NC(=O)c3ccccn3)CCCCC2)cc1Br	6	3	1.9	0.0	-9	-2	2	0	-8
COc1ccc(C(=O)Nc2cnc(NC(=O)c3cccs3)cc2C)cc1	0	1	1.6	-0.2	7	3	0	1	-11
Cc1nnc2n1NC(c1ccc(Cl)cc1)C(C(=O)N1CCC(C)CC1)S2 (centres undefined)	-1	-6	-1.0	-0.1	5	23	11	-2	9
Cc1ccc(C)c(/C(O)=C2/C(=O)C(=O)N(CCN3CCOCC3)C2c2ccco2)c1 (centres undefined)	-4	-1	0.4	0.0	3	22	-6	-2	1
Cc1ccccc1CN1C(=O)Nc2ccccc2C(=O)N1C(C)(C)C	0	0	0.8	-0.1	9	-3	0	-1	-2
O=C(CCCCCN1C(=O)c2ccccc2C1=O)Nc1ccc(C(=O)O)cc1	2	5	1.7	0.1	-18	2	-6	-8	-2
CCCCCCSc1nc(O)c(C2OC(=O)c3c2ccc(OC)c3OC)c(=O)n1-c1ccccc1 (centres undefined)	-5	-1	2.6	-0.1	8	23	3	-1	31
CCn1c(=O)c(CCC(=O)N2CCN(c3ccccn3)CC2)c(C)c2c(C)nn(-c3cccc(C)c3)c21	0	14	0.4	0.2	-7	-9	-1	4	13
New compounds follow
SMILES	TPT1 inh	PREPL inh	PP5 inh	Efflux pump mplx	EBNA-1 inh	ZTA counter	PP1 inh	Fh CTSL1 inh	core dimer inh
Cc1ccc(NC(=O)CSCC(=O)Nc2ccccc2N2CCCCC2)cc1	-6	18	2.9	-0.1	-7	-12	2	5	0
COc1cc(C(=O)NCCSc2ccccc2)cc(OC)c1OC	0	9	6.8	0.0	-8	1	-9	-3	-10
CSc1ccc(C#N)cc1NC(=O)c1cccc(Cl)c1	-1	0	-0.2	-0.1	4	0	-1	-1	0
O=C(CSc1ccccn1)Nc1ccc(Cl)c([N+](=O)[O-])c1	2	-11	-1.4	0.3	-9	-5	5	-2	5
O=C(COC(=O)CNC(=O)c1ccc(Cl)cc1Cl)NC(=O)NCc1ccccc1	-3	8	1.9	-0.1	0	-16	-4	-5	-5
COc1cc(/C(C)=N/NC(=S)NC(C)C)cc(OC)c1OC	0	4	-1.1	1.3	-8	-4	-2	2	-1
O=C1[C@@H]2CSCN2C(=O)CN1Cc1ccc(F)cc1	-1	6	1.0	-0.1	3	-16	1	0	-4
CCc1cc(C(=O)N=Nc2c(O)[nH]c3ccc([N+](=O)[O-])cc23)c2ccccc2n1	-5	15	0.6	-0.1	8	-4	16*	14	58*
CSc1ccc(S(=O)(=O)NCCCOC(C)C)cc1	-2	7	0.0	0.1	-14	6	-4	2	0
CC(C)Cc1nc(N2CCN(C(=O)C(C)C)CC2)c(C#N)c2c1CCC2	1	17	1.8	-0.1	-6	-20	4	1	4

Retrieved one by one from above, three records:
SMILES	TPT1 inh	PREPL inh	PP5 inh	Efflux pump mplx	EBNA-1 inh	ZTA counter	PP1 inh	Fh CTSL1 inh	core dimer inh
O=C1[C@@H]2CSCN2C(=O)CN1Cc1ccc(F)cc1	-1	6	1.0	-0.1	3	-16	1	0	-4
COc1cc(/C(C)=N/NC(=S)NC(C)C)cc(OC)c1OC	0	4	-1.1	1.3	-8	-4	-2	2	-1
CCc1cc(C(=O)N=Nc2c(O)[nH]c3ccc([N+](=O)[O-])cc23)c2ccccc2n1	-5	15	0.6	-0.1	8	-4	16*	14	58*

Next part:
SMILES	TPT1 inh	PREPL inh	PP5 inh	Efflux pump mplx	EBNA-1 inh	ZTA counter	PP1 inh	Fh CTSL1 inh	core dimer inh
Cc1cc(C(=O)OCC(=O)NC(C)c2ccccc2)c(C)o1 (centres undefined)	0	0	-1.9	0.2	-5	-21	-3	-10	-1
CCCCN(CCCC)c1nc(-c2ccncc2)nc2ccccc12	0	0	-1.5	0.0	1	1	-6	6	2
CC1CCCCC1NC(=O)c1cc(S(=O)(=O)N2CCCCC2)ccc1N1CCOCC1 (centres undefined)	·	7	-0.2	-0.1	·	-17	-1	·	·
OCC(O)CN(c1ccccc1)c1ccccc1 (centres undefined)	-4	-5	-0.3	0.0	-6	0	1	0	8
CC(C)C(Nc1ccc(C(F)(F)F)cc1[N+](=O)[O-])C(=O)O (centres undefined)	4	-5	-0.9	-0.1	0	2	4	0	0
Cc1ccc(C(=O)c2cn(-c3ccc(F)c(Cl)c3)nn2)cc1	0	-1	-2.0	-0.1	-1	0	-2	0	5
Cc1ccc(OCC(=O)Nc2ccc3oc(=O)ccc3c2)cc1C	0	-7	-1.1	-0.1	3	6	-1	2	9
CC1(C(=O)N/N=C/c2cc3c(cc2Br)OCO3)CC1(Br)Br (centres undefined)	0	0	3.6	-0.2	4	-3	3	5	7
O=C(CN1C(=O)c2ccccc2C1=O)N1CCN(c2ccccc2)CC1	4	12	2.3	0.1	-5	-10	-2	1	-4
Cc1ccc(O)c(NC(=O)c2cc(-c3ccccc3)on2)c1	0	-2	0.8	0.0	-1	5	-1	-1	21
O=C(C1COc2ccccc2O1)N1CCOCC1 (centres undefined)	1	-5	-0.7	0.3	-7	-2	-1	-4	-1
O=C(c1cc(F)c(F)cc1Cl)N1CCCc2ccccc21	0	-19	-3.4	0.4	-7	-10	3	-4	2
O=S(=O)(NCCc1ccncc1)c1ccc(F)cc1	-1	-3	-1.1	0.0	2	-13	0	-3	-4
COc1ccccc1NC(=O)CN(C)S(=O)(=O)c1ccc2c(c1)CCC(=O)N2	0	12	3.9	0.2	1	10	5	-3	3
O=S(=O)(c1ccc(NCCOCCO)nc1)N1CCCCC1	·	8	3.0	0.2	·	-4	-3	·	·
COc1ccc(Cc2nc3ccc(C(=O)NCC(C)(C)OC)cc3o2)cc1	-5	-3	3.5	0.1	2	-6	-3	4	-55

This is a subset (hit frequency here may not be typical).
